Assay outcomes from PubChem BioAssay.
Rin1 Abl inh = inhibitors of Rin1-Abl protein binding, primary screen, biochemical, TR-FRET | AID 588664, 2011 | inhibition, % at 7.35 µM | hit rate 0.4% among 360,000; in the data active = inhibition above about 5%, passing the limit was not always enough
SKN-1 inh = suppressors of acrylamide-induced Pgst-4::GFP reporter in worms, primary screen, SKN-1 inhibitor project, whole organism, uHTS, GFP/RFP fluorescence ratio, strain VP596 | C. elegans VP596 Pgst-4::GFP/RFP ratio, 24 h | inhibition, % at 21.8 µM | hit rate 0.49% among 360,000;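 active = interference check ratio from 0.5 to 1.5 plus GFP to RFP signal ratio inhibition reaching or exceeding a fixed threshold, cut at about 30% in these data, passing the limit was not always enough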; also: some compounds called inactive have numbers as strong as hits
NRP1-CendR mod = modulators of CendR peptide binding to NRP-1, primary screen, biochemical, fluorescence polarization, uHTS; FAM-RPARPAR peptide binding to NRP-1; inhibition, % at 25 µM; hit rate 0.85% among 360,000;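 active = inhibition or corrected inhibition above about 18%, plus a signal ratio from 0.5 to 1.5, limit read from the data, passing the limit was not always enough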; also: strong numbers were not always called active
Neddylation inh = inhibitors of cullin neddylation, primary screen, biochemical, TR-FRET, uHTS, NAE and Ubc12; NEDD8-conjugating enzyme Ubc12 (Homo sapiens) + NEDD8-activating enzyme E1 regulatory …; AID 651699, 2012; hit rate 0.58% among 360,000; calls only at 25 µM; in the data active = inhibition above about 36%
eLon inh = inhibitors of E. coli Lon protease, primary screen, biochemical, fluorescence polarization; P0A9M0; purified E. coli Lon protease; inhibition, % at 7.94 µM; hit rate 0.42% among 360,000; in the data active = inhibition above about 13%, passing the limit was not always enough;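 also: 0% = enzyme with probe and DMSO and 100% = no enzyme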
Target sequence (P0A9M0 whole entry, looked up): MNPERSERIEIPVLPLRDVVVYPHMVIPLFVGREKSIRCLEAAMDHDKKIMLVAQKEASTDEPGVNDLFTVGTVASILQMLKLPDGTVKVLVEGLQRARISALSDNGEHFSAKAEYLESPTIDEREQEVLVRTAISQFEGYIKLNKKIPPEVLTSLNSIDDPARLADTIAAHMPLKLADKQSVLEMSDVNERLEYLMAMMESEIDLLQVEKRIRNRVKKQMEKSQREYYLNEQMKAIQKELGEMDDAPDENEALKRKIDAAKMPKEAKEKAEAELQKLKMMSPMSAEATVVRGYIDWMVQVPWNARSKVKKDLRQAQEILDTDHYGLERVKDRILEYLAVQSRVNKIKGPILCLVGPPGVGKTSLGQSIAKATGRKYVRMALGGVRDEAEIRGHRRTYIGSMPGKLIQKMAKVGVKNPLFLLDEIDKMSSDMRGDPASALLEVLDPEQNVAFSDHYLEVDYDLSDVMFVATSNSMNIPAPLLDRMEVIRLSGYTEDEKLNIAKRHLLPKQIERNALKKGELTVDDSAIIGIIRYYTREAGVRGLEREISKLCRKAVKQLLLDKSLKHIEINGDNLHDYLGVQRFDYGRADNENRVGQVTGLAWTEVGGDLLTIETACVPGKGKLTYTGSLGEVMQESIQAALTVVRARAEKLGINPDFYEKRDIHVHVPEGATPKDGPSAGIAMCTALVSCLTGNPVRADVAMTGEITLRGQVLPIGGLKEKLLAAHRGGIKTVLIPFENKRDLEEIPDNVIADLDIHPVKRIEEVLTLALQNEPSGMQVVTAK
MsrA act = bovine MsrA enzyme activators, primary screen, biochemical, absorbance, HTS. purified bovine MsrA, absorbance read-out. hit rate 0.3% among 360,000. activation, % at 10.6 µM. AID 602163, 2012. Methionine sulfoxide reductase A (Bos taurus); in the data active = activation above about 7.5%;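 also: 0% = vehicle and 100% = reference activator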
MsrA inh = bovine MsrA enzyme inhibitors, primary screen, biochemical, absorbance, HTS | Methionine sulfoxide reductase A (Bos taurus) | purified bovine MsrA, absorbance read-out | inhibition, % at 15.5 µM | hit rate 0.75% among 360,000 | AID 651718, 2012; in the data active = inhibition above about 4.5%;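 also: 0% = vehicle wells with enzyme and 100% = reference inhibitor wells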
MT1-MMP act inh = blockers of MT1-MMP proenzyme processing, primary screen, HT1080 RFP-PRO-GFP cells, GFP/RFP fluorescence; GFP/RFP ratio change, % at 20 µM; hit rate 0.061% among 360,000; GFP/RFP ratio fluorescence, overnight; percent of plate control window, DMSO zero; Matrix metalloproteinase-14 (Homo sapiens), P50281;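 active = GFP/RFP ratio change of at least 30% with cell ATP level not reduced by more than half and red fluorescence within 50% of control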; also: strong numbers were not always called active
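Assay system – RFP-PRO-GFP reporter HT1080 cells · Compound dosing – single dose of 20 µM compound, 1% DMSO final · Incubation – overnight compound exposure at 37 °C · Measure – GFP/RFP fluorescence ratio · Benchmarks – DMSO wells and RFP-L50D-GFP cells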
FAS-TE inh = FAS thioesterase domain inhibitors, primary screen, biochemical, fluorescence intensity, uHTS | Fatty acid synthase (Homo sapiens), P49327 | recombinant FAS-TE, OMFH fluorogenic substrate, fluorescence endpoint | inhibition, % at 15 µM | hit rate 0.67% among 360,000 | AID 602261, 2012;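 active = compounds whose normalised, plate-corrected inhibition of enzyme fluorescence in the single-dose primary screen is 50% or more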;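 also: 0% = DMSO with enzyme and 100% = substrate without enzyme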
* = called active by the depositor; i = inactive; . = no result given.

mol,Rin1 Abl inh,SKN-1 inh,NRP1-CendR mod,Neddylation inh,eLon inh,MsrA act,MsrA inh,MT1-MMP act inh,FAS-TE inh
CC(=O)Nc1ccc(-c2ccnc3c2CC(C(=O)NC(C)C)O3)cc1 (centres undefined),3,-7,6,i,-4,5,-1.2,4,-6
COCCN(C(=S)Nc1c(C)cccc1C)C(C)c1cccnc1 (centres undefined),1,2,-7,i,4,7,-1.0,6,-8
CCN(CC)C(=O)Nc1ccccc1C,3,19,-5,i,-3,4,1.1,5,-3
O=C(NNC(=O)C1CCCC1)c1ccccc1F,1,4,14,i,17,-1,-1.2,0,-7
CC(=O)Nc1nc(C)c(C(C)C)s1,1,-5,6,i,-3,0,2.1,-1,-8
COc1cc(NC(=O)c2ccc3c(c2)OCO3)c2ncccc2c1,-1,12,6,i,-9,0,0.9,3,22
Nc1ncnc(Nc2ccccc2Cl)n1,-1,-3,12,i,1,-3,0.3,-4,-6
Cc1ccc(-n2cc(C(=O)c3ccccc3O)cn2)cc1,-1,-22,-1,i,4,-12,0.8,0,18
Cc1ccc(S(=O)(=O)NCCCC(=O)N2CCC(C)CC2)cc1,-4,2,5,i,10,-2,-0.1,0,-7
Cc1cccc(S(=O)(=O)NC(=O)C2(C)CCN2C(=O)Cc2ccc(C(C)(C)C)cc2)c1 (centres undefined),-4,10,-8,i,7,-2,-0.3,0,-6
CCCn1c2ccccc2c2nnc(SCc3[nH]c(=O)[nH]c3C(=O)CCCCC(=O)OCC)nc21,52*,8,-7,i,-8,-1,0.2,1,-12
O=C(COC(=O)C1CCN(S(=O)(=O)c2ccc(Cl)c(C(F)(F)F)c2)CC1)NCc1ccco1,1,0,3,i,-7,-6,-0.2,2,0
CN(C)CCn1c(=O)n(Cc2ccccc2)c(=O)c2c3c(sc21)CCCCC3,4,-8,-5,i,-1,-1,-0.8,-1,9
COc1cccc(NS(=O)(=O)c2ccc(OC)c(OC)c2)c1,1,-1,9,i,1,-2,-0.1,3,-8
CC(NC(C(=O)c1ccccc1)c1ccccc1)c1ccccc1 (centres undefined),3,-31,-3,i,-4,-5,-0.1,-5,13
Cc1cnc(-c2nc3ccccc3n2C(C(=O)NC(C)(C)C)c2ccncc2)cn1 (centres undefined),.,13,-12,.,.,.,2.7,2,.
COc1cccc(-c2nc(NC(C)(C)C)c3ccccc3n2)c1O,-4,15,7,.,4,-2,-0.5,-6,28
COC(=O)c1ccc(C)c(NC(=O)CSc2sc3c(O)cc(=O)[nH]c3c2C#N)c1,0,23,-60,i,-9,-4,1.9,-4,0
Cc1nc(NC(=O)C2CC2)sc1C(=O)N(C)C,-5,-7,9,i,2,-3,-0.8,7,-9
COC(=O)CSc1nc(C2CC2)nc2ccccc12,-1,14,6,i,-10,-4,1.1,2,-1
Cc1ccc(S(=O)(=O)NC(=O)COc2ccccc2)cc1,1,-3,-9,i,0,-6,1.9,0,-10
CC(=O)Nc1ccc2c(CSc3nnc(-c4cccnc4)n3-c3ccc(C)cc3C)cc(=O)oc2c1,-10,-8,-7,i,2,-5,3.3,-4,-1
Cc1ccc2c(c1)nnn2C1CCN(S(C)(=O)=O)CC1,-1,-15,-4,i,-15,-6,-0.7,2,-6
NNc1nc(-c2ccccc2Cl)nc2ccccc12,0,6,0,i,-23,-1,-1.2,-1,-1
CCOc1ccc(NC(=S)N(CCc2c(C)[nH]c3ccc(C)cc23)Cc2cccnc2)cc1,-1,-6,-8,i,-7,-3,0.0,-1,6

Look-ups from the entries so far:
SKN-1 inh result of `CC(=O)Nc1nc(C)c(C(C)C)s1` = -5
eLon inh result of `CC(=O)Nc1ccc2c(CSc3nnc(-c4cccnc4)n3-c3ccc(C)cc3C)cc(=O)oc2c1` = 2
MsrA inh result of `CCOc1ccc(NC(=S)N(CCc2c(C)[nH]c3ccc(C)cc23)Cc2cccnc2)cc1` = 0.0

An excerpt from above in order of SMILES length, ascending.
mol,Rin1 Abl inh,SKN-1 inh,NRP1-CendR mod,Neddylation inh,eLon inh,MsrA act,MsrA inh,MT1-MMP act inh,FAS-TE inh
Cc1ccc2c(c1)nnn2C1CCN(S(C)(=O)=O)CC1,-1,-15,-4,i,-15,-6,-0.7,2,-6
COc1cc(NC(=O)c2ccc3c(c2)OCO3)c2ncccc2c1,-1,12,6,i,-9,0,0.9,3,22
CCCn1c2ccccc2c2nnc(SCc3[nH]c(=O)[nH]c3C(=O)CCCCC(=O)OCC)nc21,52*,8,-7,i,-8,-1,0.2,1,-12

The listing continues.
mol,Rin1 Abl inh,SKN-1 inh,NRP1-CendR mod,Neddylation inh,eLon inh,MsrA act,MsrA inh,MT1-MMP act inh,FAS-TE inh
CCOc1ccc(NC(=O)Cn2nnc(-c3ccccc3F)n2)cc1,2,9,-1,i,2,-2,-0.4,1,-4
COc1ccc(S(=O)(=O)N(C)C)cc1NC(=O)CSC(C)C(=O)Nc1cc(C)on1 (centres undefined),3,-7,10,i,-7,0,1.0,-3,-7
Cc1nn(-c2ccccc2)c(C)c1C(=O)OCC(N)=O,2,5,13,i,-2,-1,-1.6,1,-5
O=C(NCc1ccco1)c1cc([N+](=O)[O-])ccc1N1CCCCC1,-2,-12,4,i,3,-4,0.5,-1,14
Cc1cccc(C2c3[nH]c4ccccc4c3CCN2Cc2ccc(C)s2)n1 (centres undefined),-3,16,-6,i,-1,1,0.3,-7,4
CC(=O)c1sc(NC(=O)COc2ccc(C)c(C)c2)nc1C,-11,7,-10,i,-18,-5,3.3,0,-11
COc1ccc(OCC(O)CNC(=O)Nc2ccc(C(C)(C)C)cc2)cc1 (centres undefined),2,10,1,i,5,0,-0.2,2,15
COc1ccc(CN2C(=O)c3ccccc3C2C(=O)NC2CCC(C)CC2)c(OC)c1 (centres undefined),0,8,-3,i,1,-3,-0.7,1,4
Cc1c(NC(=O)CSc2nc(N)cc(N)n2)c(=O)n(-c2ccccc2)n1C,-2,-6,20*,i,4,-2,-0.2,-1,-6
CS(=O)(=O)NCc1ccc(C(=O)NCCOc2ccccc2)cc1,0,4,4,i,-2,0,.,1,-6
CCCCNC(=O)Nc1ccccc1C(=O)NCCC,1,11,-6,i,8,-3,0.3,1,-2
CCn1c(/C=C/c2c[nH]c3ccccc23)nc2ccccc2c1=O,0,-4,0,i,-14,-4,0.0,0,10
CC1CCN(c2nc3c(c(=O)[nH]c(=O)n3C)n2Cc2ccccc2Cl)CC1,2,3,-9,i,-8,-1,-0.3,-6,12
O=C(NC1CCCCC1)C(c1ccco1)N(C(=O)c1csnn1)c1ccc(Cl)cc1 (centres undefined),3,-3,0,i,2,-1,0.1,-2,12
COc1cc(C)c(C#N)c(OC)n1,1,-5,-4,i,-5,-4,0.9,-4,-2
NC(N)=NCCCS(=O)(=O)Nc1ccc(Nc2c3ccccc3nc3cc([N+](=O)[O-])ccc23)cc1,-1,20,16,i,-2,-1,-0.3,-6,-22
O=C(Nc1ccon1)c1nc[nH]c1C(=O)NCc1ccccc1,1,2,7,i,-3,-2,-0.3,7,-8
Cc1nn(-c2ccccc2)c(Cl)c1/C=C1\C(=O)N(C)C(=S)N1C,2,1,-13,i,-2,-3,2.3,2,8
CCc1nnc(NC(=O)c2ccc(Cl)nc2)s1,1,-6,-2,i,13,-4,0.5,1,-4
Cc1cccc(NC(=S)NC2CC3CCCC(C2)N3Cc2cccs2)c1C (centres undefined),5,-8,-8,i,0,-7,-0.2,4,0
Cc1ccc(C(=O)Oc2ccc3c(c2)ncn3C)cc1,-1,7,5,i,-2,-2,0.8,3,-5
Cc1ccccc1-c1nnc(SCC#N)o1,4,-10,3,i,2,1,0.6,-2,-6
CC(=O)Nc1c2c(nn1-c1ccc(C)cc1C)CSC2,-4,6,-10,i,-5,-13,-0.8,4,-2
CC(C)c1nnc(NC(=O)CS(=O)(=O)c2ccccc2)s1,1,5,9,i,-3,-2,-1.0,2,-8
Cc1cccc(N2CCN(C(=O)C3CCN(S(=O)(=O)c4c(C)noc4C)CC3)CC2C)c1 (centres undefined),1,-5,-6,i,7,-3,-0.8,.,7
CCOC(=O)c1c(C)[nH]c(C)c1C(=O)COC(=O)c1cc2ccccc2cc1O,0,9,-5,i,-2,-4,-1.0,-5,26
CCOC(=O)c1oc2ccccc2c1NC(=O)c1ccco1,-2,-1,6,i,-9,-5,-0.4,-3,6
Cc1ccc(S(=O)(=O)N2C[C@H]3C(=O)C[C@@H](c4ccccc4)N(S(=O)(=O)c4ccc(C)cc4)[C@H]3C[C@H]2c2ccccc2Cl)cc1,-2,11,10,i,11,-2,-0.7,-1,29
Cc1cc(F)ccc1NC(=O)c1cccnc1,5,0,-11,i,5,-1,0.6,0,-3
CC(=O)c1ccccc1C(=O)N1CCCC(CCC(=O)N2CCN(c3ccccn3)CC2)C1 (centres undefined),7.9*,-22,17,i,-4,-5,0.7,-2,-7
CC(NC(=O)/C=C/c1ccco1)c1nc2ccccc2n1Cc1cccc(Cl)c1 (centres undefined),-3,-2,-4,i,-10,-12,0.3,-10,7
Cc1ccc(OCC(=O)Nc2ccc(F)cc2)c([N+](=O)[O-])n1,2,3,3,i,-5,-1,-0.6,2,4
CC/C(=N\Nc1ccccc1[N+](=O)[O-])c1ccc(O)cc1,-6,3,16,i,-4,-2,1.3,15,20
CC1(C(=O)NS(=O)(=O)c2ccccc2C(F)(F)F)CCN1C(=O)CC1CCCCC1 (centres undefined),1,17,8,i,2,-4,0.3,3,-9
COC(=O)c1cc(S(=O)(=O)N2CCCCCC2)cn1C,0,12,-2,i,-2,0,-1.2,2,-7
CC(C)(C)OC(=O)C[C@@H]1C/C=C\C[C@@H](CC(=O)NCCO)C(=O)NC[C@H](c2ccccc2)OC1=O,4,-5,-6,i,-4,-3,-0.4,4,-11
O=C1C(C2=NC(c3ccccn3)C3C(=O)N(c4ccccc4)C(=O)C23)=C(O)c2ccccc21 (centres undefined),3,7,-4,i,-5,-4,1.3,4,-12
CN(C)/C=N/c1sccc1C(N)=O,-2,5,-5,i,-7,-7,0.6,5,-5
